Screening results from PubChem BioAssay.
INS-1E GSIS act: GLuc luminescence reporter in INS-1E cells, primary screen for activators of glucose-dependent secretion of insulin. activation, % at 16.6 µM. 370,000 tested, 0.61% active. INS-1E GLuc reporter insulin secretion, 2-3 h;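 active = lowest replicate activation of at least 40%, so every replicate reaches that level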;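 also: 0% = median of neutral control wells and 100% = median of IBMX positive control wells; some compounds called inactive have numbers as strong as hits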
C2C12 statin: suppressors of simvastatin-induced myotoxicity in C2C12 myotubes; 330,000 tested, 0.78% active; rescue of ATP level, % at 7.49 µM; AID 602340; ATP luminescence, 48 h; scaled: DMSO 0, geranylgeraniol control 100;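 active = mean ATP rescue above about 67%, or every replicate alone reaching that limit, limit read from the data, passing the limit was not always enough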;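 also: myotubes were challenged with 10 µM simvastatin during compound exposure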
CFTR F508del cor: CFTR F508del correction in bronchial cells; CFBE cells, YFP halide quenching; stimulated with forskolin plus potentiator P3; % fluorescence drop versus neutral controls; activity (quench increase), % at 7.58 µM; 350,000 tested, 0.36% active;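 active = mean added fluorescence quench of at least 8% versus neutral control, with both replicates also reaching 8%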;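 also: cells transiently co-express mutant CFTR-F508del with the halide-sensitive YFP; corrector assay measuring rescue of mutant channel to the surface after 24 h compound exposure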
FN deposit inh: fibronectin deposition inhibition | AID 743247 | inhibition, % at 12.6 µM | AH1F fibroblasts, Alexa488-fibronectin deposition fluorescence, overnight | 350,000 tested, 0.086% active;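 active = mean inhibition across replicates of 30% or more, regardless of how many single replicates reach that level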;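 also: positive control wells lacked labelled fibronectin entirely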
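Assay system: AH1F fibroblast monolayer, labelled fibronectin deposition. Amount: 10000 cells per well. Also added: labelled fibronectin 24 nM. Compound: single-point pinned compound. Incubation: cell attachment 1 h, compound and FN exposure overnight. Detection: fluorescence after three HBSS washes, excitation 485 nm, emission 525 nm. Read-out: inhibition of fibronectin deposition signal.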
Cneo AK release: causes C. neoformans cell lysis; 360,000 tested, 0.2% active; lysis activity, % at 15 µM; AID 651654; adenylate kinase release luminescence, 4 h; normalised: neutral wells 0, clomiphene wells 100;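 active = mean lysis activity across replicates of at least 80%, whatever share of replicates individually reach that level; inactive = mean lysis activity below 80%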
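Assay system: C. neoformans cells. Amount: yeast cell density of 5 × 10^6 cells/mL. Technique: AK luminescence. Buffer or medium: YPD. Times: static 4 h at 37 °C with compound, 1 h detection. Dosing: single-point compound dose. Read-out: lysis from increased AK signal.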
PglD inh: blocks C. jejuni PglD acetyltransferase activity. inhibition, % at 12.5 µM. purified PglD enzyme, DTNB colorimetric CoA detection. 360,000 tested, 0.098% active; in the data active = inhibition above about 16%, passing the limit was not always enough; also: strong numbers were not always called active
miR122 inh: blocks miR-122 activity in Huh7 sensor cells; Huh7 miR-122 Renilla luciferase sensor, 48 h; neutral wells = 0, positive control = 100; activation (reporter increase), % at 12.5 µM; 340,000 tested, 0.3% active; AID 602342;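 active = mean replicate activation score at least 90 and every replicate individually at or above 90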;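 also: higher luciferase means less miR-122 activity so hits act as miR-122 inhibitors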
PGC1a acetyl inh: modulators of PGC1a acetylation. U2OS PGC1a acetylation, AlphaScreen anti-acetyl-lysine; with virally co-expressed GCN5 acetyltransferase. inhibition, % at 15.6 µM. 350,000 tested, 0.17% active. AID 651687;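 active = every replicate shows inhibition of at least 40%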;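 also: 0% = neutral control wells and 100% = positive control wells; some results beyond the cut were filed as inactive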
Active calls of the source: *; · = no result given; [ ] = remark or other dose.

Values run as follows: INS-1E GSIS act, C2C12 statin, CFTR F508del cor, FN deposit inh, Cneo AK release, PglD inh, miR122 inh, PGC1a acetyl inh
O=C(O)c1cn(-c2ccc(F)c(F)c2)c2c(F)c(F)c(F)c(F)c2c1=O
    ·, 5, ·, -1, 0, -3, -2, 7
COCCCN1C(=O)C(O)=C(C(C)=O)C1c1ccccn1 (stereo not drawn)
    ·, 12, ·, 5, 3, 14, 0, 10
O=C(O)CN(c1cccc(C(F)(F)F)c1)S(=O)(=O)c1ccccc1
    22, ·, 2.4, -4, ·, ·, 1, ·
COC(=O)c1cc(OC)c(OC)cc1NC(=S)N1CCN(c2ccccn2)CC1
    5, -6, -1.3, 8, -1, -2, -8, -2
COc1ccc(-c2cc(C(F)F)n3ncc(C(=O)N4CCN(C)CC4)c3n2)cc1
    ·, 4, ·, 5, 0, 5, -10, 3
CCCNC(=O)C(Cc1ccccc1C)NC(=O)c1ccc(C(F)(F)F)cc1 (stereo not drawn)
    -10, ·, 0.8, -6, 0, -3, -3, -5
C[C@@H]1CCCCO[C@H](CN(C)C)[C@H](C)CN([C@@H](C)CO)C(=O)c2cc(NS(=O)(=O)c3ccccc3)ccc2O1
    2, 2, -0.8, 1, -4, 0, 3[16.7 µM], 23
CCCN(CC(=O)Nc1cc(Cl)ccc1Cl)C(=O)/C=C/c1cc(OC)ccc1OC
    3, -1, 0.1, -5, -1, -4, -6, -12
C[C@@H]1CN([C@H](C)CO)S(=O)(=O)c2ccc(C#CC3CC3)cc2O[C@@H]1CN(C)CC1CCOCC1
    3, -3, 0.4, -5, -2, 2, -4[16.7 µM], -3
CCC1CO/C(=C(\C(Cl)=C(Cl)Cl)[N+](=O)[O-])N1 (stereo not drawn)
    -12, ·, 2.5, 6, ·, ·, -8, 2
CN(C)C(=O)c1ccc(-c2ccc3c(c2)[C@H]2[C@H](CCN2C(=O)Cc2ccccn2)[C@@H](CO)N3C)cc1
    -5, 8, -1.4, 1, 5, -2, -21[16.7 µM], 2
OC[C@@H]1CN(Cc2ccccc2)C[C@H](n2cnc3c(NC4CCCC4)ncnc32)O1
    12, 23, 1.6, 14, 0, -11, 1, 0
Nc1nc(-c2ccccc2)nc2nonc12
    17, -1, -2.1, 5, 1, 3, -4, ·
COc1cc(OC)cc(C(=O)NN2CCOCC2)c1
    5, ·, -2.2, ·, 1, 4, -5, 1
COc1ccccc1N1CCN(C2CCCN(C(=O)c3ccnc4ccc(C)cc34)C2)CC1 (stereo not drawn)
    14, 9, 2.3, ·, 3, 1, -3, -7
CC(C)NC(=O)N1CC2(C1)[C@H](c1ccccc1)[C@H](CO)N2C(=O)C1CC1
    -1, ·, -1.4, -2, ·, ·, ·, 11
Cc1ccc(NC2=C(CC(=O)O)C(c3ccccc3)N(c3ccc(C)cc3)C2=O)cc1 (stereo not drawn)
    -8, -3, -0.7, 2, 5, 0, -4, 9
CN(CC(=O)Nc1ccc(F)c(F)c1)S(=O)(=O)c1cccc2cccnc12
    14, 8, 0.5, -8, 9, -5, ·, ·
O=C(N/C(=C/c1cccnc1)C(=O)N1CCOCC1)c1ccccc1F
    1, 19, 1.1, 6, ·, ·, ·, 4
OC(CNCc1ccccc1)COCc1ccc(Cl)cc1 (stereo not drawn)
    6, -7, -0.4, -5, -1, 0, 13, 4

The listing continues.
Values run as follows: INS-1E GSIS act, C2C12 statin, CFTR F508del cor, FN deposit inh, Cneo AK release, PglD inh, miR122 inh, PGC1a acetyl inh
COc1ccc(C(O)c2ncc(-c3ccccc3OC)[nH]2)cc1 (stereo not drawn)
    -11, 0, -1.6, 1, -2, -3, -4, 8
CCCNC(=O)C(Cc1ccccc1)NC(=O)c1ccc(C(F)(F)F)cc1 (stereo not drawn)
    7, -27, -0.5, -4, 1, 1, -5, -5
C[C@@H]1CN([C@H](C)CO)C(=O)c2cc(NC(=O)Nc3ccc4c(c3)OCO4)ccc2O[C@H]1CN(C)Cc1ccccc1
    -10, -27, -0.5, ·, -3, -1, 6[16.7 µM], 0
CCCCc1ccc(S(=O)(=O)NC(=O)C2(C)CCN2C(=O)Cc2ccccc2)cc1 (stereo not drawn)
    27, 12, 1.2, 2, -3, 2, -2, -9
CCCCOc1ccc(Cc2c(Cl)nc(SC)nc2N2CCOCC2)cc1
    -13, -2, ·, -2, 2, -4, 1, 3
CCc1nc2c(cnn2-c2ccc(F)cc2)c(=O)n1-c1ccc(N2CCC(C)CC2)cc1
    ·, 4, -2.8, -7, 0, -6, -5, -7
O=C(O)c1ccc(CSCc2ccccc2)o1
    17, 3, -2.0, -6, 0, ·, -1, 1
C=CCn1c(CNC(=O)c2ccccc2F)nnc1SCc1nc2ccccc2c(=O)[nH]1
    3, -14, -5.6, 18, -4, -2, -7, 5
CCc1sc(NC(=O)CN2CCOCC2)nc1-c1ccccc1
    -4, 16, 4.3, ·, -1, -5, 2, -16
COc1ccc(S(=O)(=O)Nc2ccc3c(c2)C(=O)N([C@H](C)CO)C[C@H](C)[C@H](CN(C)CC2CC2)OCCCC[C@@H](C)O3)cc1
    11, 11, 2.9, ·, 1, -1, -5[16.7 µM], 1
COc1cccc(C(=O)NNS(=O)(=O)c2ccc(C)cc2)c1
    -3, 4, -1.7, 6, 2, 6, 2, -7
c1ccc(-c2ccc3c(c2)c2c4n3CCN=C4CCC2)cc1
    ·, ·, ·, 1, 19, 6, 2, 1
O=C(COc1cccc(F)c1)N[C@@H](Cc1ccccc1)c1nc2ccccc2[nH]1
    -12, 8, 0.5, 5, 1, -2, 2, -3
O=C(c1ccc(Cn2c(=S)[nH]c3ccccc3c2=O)cc1)N1CCN(c2ccccn2)CC1
    -6, -36, -0.1, -1, 3, -4, 15, 2
C[C@H](CO)N1C[C@H](C)[C@@H](CN(C)C)Oc2ncc(C#CC3CCCCC3)cc2C1=O
    -3, -5, -2.8, 2, ·, ·, -3[16.7 µM], -7
CC1CCN(CCc2nc3cc(NC(=O)COc4ccc([N+](=O)[O-])cc4)ccc3n2C)CC1
    3, -18, -0.3, 1, -1, 3, -5, 17
O=C(N/N=C/c1ccccn1)c1cc(Br)ccc1O
    5, -4, -1.1, 0, -1, -7, ·, 11
O=C(Nc1cccc(F)c1)N1CCCCN2[C@H](CO)[C@H](c3ccc(-c4ccccc4F)cc3)[C@@H]2C1
    -13, ·, 0.3, ·, 1, -7, -3[16.7 µM], 3
O=C(COC(=O)c1cc(=O)c2ccccc2o1)NCc1ccccc1
    14, 6, 0.5, -16, 0, -8, -14, 11
C[C@@H]1CN([C@@H](C)CO)C(=O)c2cc(C#Cc3ccccc3F)cnc2O[C@H]1CN(C)S(C)(=O)=O
    2, 17, ·, 0, 1, 3, -6[16.7 µM], 5

(listing goes on)
Values run as follows: INS-1E GSIS act, C2C12 statin, CFTR F508del cor, FN deposit inh, Cneo AK release, PglD inh, miR122 inh, PGC1a acetyl inh
COC(=O)C1CN(C(=O)C(C)Oc2cc(C)ccc2C(C)C)c2ccccc2O1 (stereo not drawn)
    -51, 12, 2.7, 0, 0, 2, ·, -6
CC1CCCC(C)N1C(=O)COC(=O)c1cccnc1Cl (stereo not drawn)
    8, 23, 3.7, 4, 1, -3, -5, 3
Cc1ccc(CN2CC(C(=O)N3CCN(c4ccccc4Cl)CC3)CC2=O)cc1 (stereo not drawn)
    -57, 38, -4.3, -1, 1, 2, -5, -1
COc1ccc(CCNC(=O)CCC(=O)NC2CCCCC2)cc1OC
    -2, 6, 2.1, -3, -1, -1, -3, 9
O=C(CN1C(=O)S/C(=C\c2ccc(Cl)cc2)C1=O)NCCCn1ccnc1
    15, 2, 3.1, 10, 1, -5, -2, 7
CN(C)c1ccc(/C=N/NC(=O)c2ccc3c(c2)OCO3)cc1
    3, -26, -1.1, 6, -2, -10, ·, -2
CCN(C(=O)CCNC(=O)Cn1cnc2ccccc2c1=O)c1ccccc1F
    -2, 0, 0.2, 3, 0, -6, -7, 3
C[C@@H]1CN([C@H](C)CO)C(=O)c2c(c3ccccc3n2C)-c2ccccc2CO[C@@H]1CN(C)CC1CC1
    -6, 2, -3.7, 8, 1, 6, ·, -20
CO[C@@H]1CN(C)C(=O)c2ccc(NS(=O)(=O)c3cccc(Cl)c3)cc2OC[C@@H](C)NC[C@H]1C
    9, -5, -0.3, 1, 0, 5, ·, 0
COc1cccc(NC(=O)N(C)C[C@@H]2Oc3cc(C#Cc4ccncc4)ccc3S(=O)(=O)N([C@H](C)CO)C[C@@H]2C)c1
    14, ·, 0.7, ·, -12, 3, -5[16.7 µM], -7
COc1ccccc1N1CCN(C(=O)CCCn2nc(C)c([N+](=O)[O-])c2C)CC1
    -10, -13, -3.7, -4, 1, -3, -5, 12
Cc1cccc(NC(=O)CN2C(=S)NC(C)(C)CC2C)c1C (stereo not drawn)
    6, ·, ·, 7, -2, -4, -3, ·
C[C@H]1CN([C@@H](C)CO)C(=O)c2cc(NS(=O)(=O)c3cccs3)ccc2O[C@H]1CN(C)Cc1ccc(Oc2ccccc2)cc1
    3, 45, -1.5, ·, -1, -3, -9[16.7 µM], -17
O=C(N[C@@H]1CC[C@H](CCNS(=O)(=O)c2ccc(F)cc2)O[C@@H]1CO)C1CCOCC1
    0, 0, 1.0, ·, -5, -2, 6[16.7 µM], -9
CC(C(=O)OCC(=O)N(C)C1(C#N)CCCCC1)N1C(=O)c2ccccc2C1=O (stereo not drawn)
    1, 8, 0.1, 5, 0, -3, ·, 1
C[C@H](CO)N1C[C@H](C)[C@@H](CN(C)C(=O)NC2CCCC2)Oc2ncc(C#CCN(C)C)cc2C1=O
    1, -27, 3.2, -29, 5, 4, 17[16.7 µM], -1
NS(=O)(=O)c1cccc(NC(=O)COc2ncnc3c2cnn3-c2ccccc2)c1
    4, ·, -1.5, 3, ·, ·, ·, 6
CN1CCc2nc(NC(=O)COc3ccc4ccccc4c3)sc2C1
    7, ·, -1.1, 0, ·, ·, ·, -2
Cc1ccc(OCC(=O)OCC(=O)N2c3ccccc3CC2C)cc1C (stereo not drawn)
    12, 50, -1.2, -2, 4, 1, 5, 9
CC(c1ccccc1)n1c(Cn2ncc3ccccc3c2=O)n[nH]c1=S (stereo not drawn)
    16, 17, 0.5, -11, 0, -2, 21, -43

A different layout for 2 compounds above.
molecule,INS-1E GSIS act,C2C12 statin,CFTR F508del cor,FN deposit inh,Cneo AK release,PglD inh,miR122 inh,PGC1a acetyl inh
COc1cccc(NC(=O)N(C)C[C@@H]2Oc3cc(C#Cc4ccncc4)ccc3S(=O)(=O)N([C@H](C)CO)C[C@@H]2C)c1,14,·,0.7,·,-12,3,-5[16.7 µM],-7
COc1ccccc1N1CCN(C(=O)CCCn2nc(C)c([N+](=O)[O-])c2C)CC1,-10,-13,-3.7,-4,1,-3,-5,12

(listing goes on)
Values run as follows: INS-1E GSIS act, C2C12 statin, CFTR F508del cor, FN deposit inh, Cneo AK release, PglD inh, miR122 inh, PGC1a acetyl inh
Cc1c(Cl)ccc2c1NC(=O)[C@]21[C@@H]2C(=O)N(Cc3ccccc3)C(=O)[C@@H]2[C@@H]2CCCN21
    ·, ·, ·, ·, 0, 3, -7, 0
Nc1ccn(CCCN2CCN(Cc3cccc4ccccc34)CC2)c(=O)n1
    11, -5, -0.7, -10, -1, -1, 5, -5
CC(C)=NNc1nc2c(c(=O)n(C)c(=O)n2C)n1C
    9, ·, -2.1, -9, -1, -1, 6, 11
O=C1CN(C(=O)COC(=O)Cc2ccsc2)c2ccccc2N1
    ·, -6, ·, ·, -1, 3, -5, 0
C[C@H](CO)N1C[C@H](C)[C@@H](CN(C)C(=O)NC2CCCCC2)OCCCC[C@H](C)Oc2ccc(NC(=O)CCC(F)(F)F)cc2C1=O
    -5, 8, 1.0, ·, -2, 1, -3[16.7 µM], ·
CCC(C)NC(=O)c1cc(-c2ccc3c(c2)OCO3)on1 (stereo not drawn)
    -3, -14, 0.6, ·, -13, 4, ·, ·
